Screening data (PubChem BioAssay)
SUMO Mot1 rescue – SUMOylation pathway inhibition by Mot1-301 growth rescue; S. cerevisiae Mot1-301 growth rescue, ATP luminescence, 38.5C; percent above DMSO median, 100 means doubled; growth rescue, % at 18.8 µM; hit rate 1% among 320,000; AID 2716;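 active = every valid replicate shows activation above 250% relative to neutral control wells; inactive = the rest, any valid replicate at or below 250%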;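 also: OY570 slx delta 5 strain wells were the positive control but not used for scaling; some compounds called inactive have numbers as strong as hits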
MOR-DOR ag – agonists of human mu-delta opioid receptor heterodimerization; P35372+P41143; cells, OPRM1-OPRD1 heterodimerization, luminescence; activation, % at 9.3 µM; hit rate 0.3% among 340,000; in the data active = activation above about 18%;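 also: 0% = vehicle-treated cells and 100% = reference agonist; values of inactives mirror those of a sister screen read the other way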
Target sequence (P35372 whole entry, looked up): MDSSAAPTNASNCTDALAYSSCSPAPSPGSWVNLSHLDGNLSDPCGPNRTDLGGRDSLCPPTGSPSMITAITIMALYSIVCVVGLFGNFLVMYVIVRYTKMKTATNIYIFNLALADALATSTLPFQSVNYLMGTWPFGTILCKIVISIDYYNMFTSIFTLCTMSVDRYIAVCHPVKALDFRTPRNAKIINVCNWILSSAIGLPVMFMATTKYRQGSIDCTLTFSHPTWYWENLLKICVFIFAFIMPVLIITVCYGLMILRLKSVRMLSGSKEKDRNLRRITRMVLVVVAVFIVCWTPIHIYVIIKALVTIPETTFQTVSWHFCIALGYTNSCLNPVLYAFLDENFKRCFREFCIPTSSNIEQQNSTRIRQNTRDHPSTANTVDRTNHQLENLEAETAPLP
Target sequence (P41143 whole entry, looked up): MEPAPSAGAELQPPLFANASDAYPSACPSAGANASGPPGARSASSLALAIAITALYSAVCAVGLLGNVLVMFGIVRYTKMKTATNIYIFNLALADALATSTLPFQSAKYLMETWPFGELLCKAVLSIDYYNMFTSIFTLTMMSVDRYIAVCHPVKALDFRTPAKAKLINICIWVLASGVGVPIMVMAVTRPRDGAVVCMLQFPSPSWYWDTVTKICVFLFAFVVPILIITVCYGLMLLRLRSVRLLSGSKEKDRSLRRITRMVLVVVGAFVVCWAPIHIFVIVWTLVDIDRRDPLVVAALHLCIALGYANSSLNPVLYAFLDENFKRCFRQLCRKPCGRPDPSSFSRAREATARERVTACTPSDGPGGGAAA
OPRM1-OPRD1 inv – mu-delta opioid heterodimer inverse agonism | P35372+P41143 | cell-based MOR-DOR heterodimer luminescence | inhibition, % at 9.3 µM | hit rate 0.21% among 340,000 | AID 504357; in the data active = inhibition above about 22%, passing the limit was not always enough;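 also: 0% = cells with DMSO and 100% = wells without cells with DMSO; values of inactives mirror those of a sister screen read the other way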
Arr AP2 block – human beta-arrestin and AP2 interaction inhibition; FITC-arrestin peptide / GST-AP2 beads, flow cytometry; AP2 beta2 appendage carries R879A mutation; inhibition, % at 10 µM; hit rate 0.31% among 340,000;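 active = inhibition above a set limit, near 3 SD of compounds lacking own fluorescence, cut at about 54% in these data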;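 also: plate controls were DMSO wells for no effect and 5 µM unlabelled arrestin peptide for full effect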
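Assay system: GST-AP2 R879A bound to glutathione beads, E. coli-expressed; Medium: PBS with 0.05% Tween 20 and 0.1% BSA; Also added: fluorescein-tagged arrestin peptide at 50 nM final; Timing: 12 min plus 1 h, RT; Measured by: flow cytometry, FL1 (488/535 nm); Evaluation: percent drop in bead-associated FITC signal.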
phage Ecoli inh – E. coli growth loss with phage present; growth absorbance; inhibition, % at 11.9 µM; hit rate 0.26% among 360,000; AID 651602; in the data active = inhibition above about 11%
E coli growth – reduces bacterial viability in AddAB counter-screen; E. coli V3065 growth, OD600 absorbance, 18 h; inhibition, % at 11.9 µM; AID 449728; hit rate 0.27% among 330,000;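 active = inhibition above the campaign's mean inhibition across all tested compounds plus 3 SD, cut at about 9.9% in these data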;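 also: uninfected addAB+ strain grown without phage in ampicillin broth; 0% = DMSO wells and 100% = ciprofloxacin 0.95 µg/ml wells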
PKA-R1A act – activates the PKA-R1A holoenzyme complex; AID 504707; activation, % at 11.4 µM; hit rate 0.083% among 340,000; P00514+P68181; PKA-R1A dissociation, Cy5-IP20 fluorescence polarization; scaled: DMSO 0%, 113 µM cGMP 100%;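 active = percent activation above the mean of all tested compounds plus 3 SD, cut at about 19% in these data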;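 also: higher means more PKAc released from R1A so a rise in polarization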
AddAB inh – less growth of phage-infected E. coli with AddAB; inhibition, % at 11.9 µM; hit rate 0.29% among 330,000; E. coli expressing H. pylori AddAB, absorbance growth; in the data active = inhibition above about 12%;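 also: 0% = vehicle wells of infected cells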
PfHsp90 set2 – reduces growth (ATP signal) of yeast expressing P. falciparum Hsp90; AID 504621; S. cerevisiae expressing PfHsp90, BacTiter-Glo ATP, 48 h; yeast lacking PDR1 and PDR3 efflux regulators; inhibition, % at 9.4 µM; hit rate 0.32% among 310,000;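 active = every replicate shows inhibition above about 80%, whatever the replicate mean, limit read from the data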;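 also: 0% = DMSO neutral controls and 100% = 20 µM radicicol positive controls; yeast relying on Plasmodium falciparum Hsp90 in place of its own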
Pemphigus Ab inh – human desmoglein-3 autoantibody binding inhibition; DSG3-coupled beads, scFv-anti-DSG3-GFP binding, flow cytometry; stronger effect = lower value; binding (percent of control), % at 10 µM; hit rate 0.48% among 310,000; AID 588358; P32926;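 active = binding more than 3 SD below its plate's average and above zero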;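 also: hits lower antibody fragment binding to DSG3; some compounds called inactive have numbers as strong as hits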
Tat transport – inhibitors of E. coli Tat protein transport; inhibition, % at 10 µM; E. coli MC4100 TorA-mCherry Tat export, fluorescence; AID 488895; hit rate 0.036% among 340,000;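 active = mean replicate inhibition at least 50% and at least half of replicates individually reaching 50%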;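 also: exported cargo escapes ClpAP degradation while cytoplasmic cargo is degraded and loses fluorescence; 0% = median of neutral control wells and 100% = median of NaSCN control wells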
Numbers without * were called inactive; / = not tested or not shown.

SMILES | SUMO Mot1 rescue | MOR-DOR ag | OPRM1-OPRD1 inv | Arr AP2 block | phage Ecoli inh | E coli growth | PKA-R1A act | AddAB inh | PfHsp90 set2 | Pemphigus Ab inh | Tat transport
Cc1nnc2ccc(-c3cccc(C(F)(F)F)c3)nn12 | 1 | -0.8 | 4 | 2 | 4.2 | -2.9 | 10 | -0.9 | -28 | 118 | 7
CN(C)CCN(CC1CCCN(Cc2ccccc2F)C1)C(=O)Cc1ccccc1F (stereo unspecified) | 20 | -0.7 | 3 | 20 | 0.2 | -2.7 | 1 | 0.8 | 10 | 114 | 5
CC(=O)OC1CCC2(C)C(CC(=O)C3C2CCC2(C)C(OC(C)=O)CCC32)C1 (stereo unspecified) | / | -0.3 | 2 | -3 | 3.3 | / | 1 | / | -6 | 86 | -9
O=Cc1c(C(=O)O)n(Cc2ccccc2F)c2ccccc12 | 0 | 2.4 | -11 | 8 | -0.5 | -0.5 | 8 | 0.2 | 2 | 99 | 9
O=c1nc(/C=C/c2ccc(Cl)cc2Cl)cc(C(F)(F)F)[nH]1 | -20 | -0.9 | 5 | 33 | 0.6 | / | -8 | / | -11 | 111 | -6
CNC(=S)N1CC2CC(C1)c1cccc(=O)n1C2 (stereo unspecified) | 5 | -2.2 | 11 | 20 | 5.3 | -3.5 | 6 | 0.7 | -3 | 101 | -8
CN1C2c3ccccc3C3C4c5ccccc5C(C31)C(C2[N+](=O)[O-])N4C (stereo unspecified) | -13 | 2.6 | -14 | 7 | 1.3 | 0.9 | -16 | -0.6 | 0 | 88 | 14
CN(C)C(=O)O/N=C(\N)COc1ccc(C(C)(C)C)cc1 | 6 | 6.4 | -32 | 3 | 3.7 | -0.2 | -2 | 6.5 | 13 | / | 2
COC(=O)C1=C(c2ccc(F)cc2OCc2ccccc2)C[C@@H]2CC[C@H]1N2C(=O)NCc1ccc(N(C)C)cc1 | -1 | 0.8 | -4 | 8 | 1.8 | -1.6 | -7 | -3.3 | -6 | 97 | -8
CN(C)CC1CCCCC1OC(=O)Cc1ccc(Cl)c([N+](=O)[O-])c1 (stereo unspecified) | 5 | 1.9 | -15 | 30 | 1.1 | -0.1 | 7 | 0.9 | 6 | 103 | 2
O=S(=O)(NC1CCCC1)OCC(Cl)(Cl)Cl | 5 | -2.9 | 16 | 16 | 2.4 | -2.9 | -4 | 1.6 | -2 | 98 | -4
COc1ccc2c(C)c(CCC(=O)N3C[C@H]4C[C@@H](C3)c3cccc(=O)n3C4)c(=O)oc2c1 | 1 | -3.5 | 18 | -5 | 2.1 | -1.3 | -6 | 1.7 | -18 | / | 1
Cc1ccc(N=Cc2c(O)n(C)c(=O)n(C)c2=O)cc1 | 6 | -3.7 | 19 | 24 | 1.5 | -9.4 | -13 | -1.6 | 14 | 108 | 4
Nc1nnc(P(c2ccccc2)c2ccccc2)s1 | 2 | -2.5 | 13 | 7 | 2.3 | -0.7 | -1 | 1.6 | -3 | 107 | -1
O=P(c1ccccc1)(c1ccccc1)N1CCCCC1 | -10 | -2.0 | 12 | 1 | 2.1 | 1.9 | 10 | 3.4 | -5 | 103 | 3
c1ccc2cc(CC3=NCCN3)ccc2c1 | -3 | -2.4 | 12 | -5 | -0.4 | -2.4 | -2 | -1.9 | -1 | 105 | -4
CCOc1ccc(C2SCC(=O)Nc3c2c(=O)[nH]n3C2CCCCCC2)cc1 (stereo unspecified) | -11 | 4.9 | -26 | 7 | 2.3 | 2.2 | 4 | 0.3 | -11 | 102 | -11
COCC(=O)N1Cc2ccccc2-n2nncc2C1 | / | -3.5 | 16 | 7 | 4.1 | / | -3 | / | -7 | 105 | 13
O=C1CN=C(c2ccc(Br)cc2)c2oc3ccccc3c2N1 | 15 | 3.5 | -21 | 16 | 0.9 | -1.0 | -7 | 1.0 | -18 | 86 | 1
Cc1c(C(c2ccccc2Cl)c2c(O)c3ccccc3oc2=O)c(=O)n(-c2ccccc2)n1C (stereo unspecified) | -2 | 0.6 | -4 | 8 | 3.3 | -0.5 | -1 | 1.8 | 67 | 98 | 0
Nc1c(C(=O)NCCCc2ccccc2)c2nc3ccccc3nc2n1Cc1cccs1 | 3 | -0.9 | 4 | -5 | 2.4 | 0.0 | -5 | 1.2 | -25 | / | 3
FC(F)(F)c1cccc(-n2nnnc2C2(N3CCOCC3)CCCCC2)c1 | 31 | / | / | 7 | 2.5 | 1.7 | -5 | 1.0 | -8 | 104 | -1
Nc1cccc(N=Cc2c(O)n(Cc3ccc(F)cc3)c(=O)[nH]c2=O)c1 | 32 | 1.2 | -7 | 1 | -0.1 | -0.2 | -13 | 0.7 | 10 | 103 | 3
S=C1NCCN1 | 115 | -0.4 | 2 | 24 | 2.7 | 0.5 | 8 | 4.1 | 19 | 92 | 5
C/C=C1/CC(C)C(C)(O)C(=O)OCC2CCN3CCC(OC1=O)C23 (stereo unspecified) | 12 | -0.9 | 6 | 1 | 6.2 | 0.6 | -7 | 1.1 | -5 | 84 | 21

Reprinted from the part before: 2 entries; new compounds follow.
SMILES | SUMO Mot1 rescue | MOR-DOR ag | OPRM1-OPRD1 inv | Arr AP2 block | phage Ecoli inh | E coli growth | PKA-R1A act | AddAB inh | PfHsp90 set2 | Pemphigus Ab inh | Tat transport
S=C1NCCN1 | 115 | -0.4 | 2 | 24 | 2.7 | 0.5 | 8 | 4.1 | 19 | 92 | 5
C/C=C1/CC(C)C(C)(O)C(=O)OCC2CCN3CCC(OC1=O)C23 (stereo unspecified) | 12 | -0.9 | 6 | 1 | 6.2 | 0.6 | -7 | 1.1 | -5 | 84 | 21
COc1cc(/C=N/NC(=O)CN2CC(c3ccccc3)CC2=O)ccc1OC(=O)N(C)C (stereo unspecified) | 0 | 1.0 | -6 | 8 | -0.3 | -3.3 | -12 | -1.0 | / | / | 5
Cc1nn(Cc2ccccc2)c(C)c1C(=O)NCc1ccccc1 | -1 | -3.8 | 17 | -14 | 1.3 | 0.8 | 1 | 2.0 | -7 | / | 55*
CN(C)S(=O)(=O)c1cccc(C(=O)N2CCC(C(=O)O)(c3ccccc3)CC2)c1 | -20 | -1.2 | 6 | 8 | 1.8 | 0.8 | 9 | 3.6 | -13 | 104 | 6
O=c1[nH]c(=S)n(-c2ccc(Br)cc2)c(O)c1C=Nc1ccc(N2CCOCC2)cc1 | -17 | 0.2 | -1 | 2 | -0.4 | -2.9 | -9 | 1.3 | -15 | 104 | -5
CC(CC(C)(C)N1CC1)=NNC(=O)Nc1cccc2ccccc12 | / | 0.8 | -4 | -7 | 1.5 | / | -4 | / | 28 | / | 0
CCc1ccc(N2C(=O)CC(=O)NC2=O)cc1 | -9 | -3.5 | 16 | 43 | 0.6 | -0.7 | -3 | 1.0 | 5 | 103 | -3
Cc1cccc(CNCCc2c[nH]c3ccccc23)c1 | 286* | 3.0 | -15 | -12 | 5.0 | 3.0 | 7 | 2.6 | 10 | 94 | -5
CCOC(=O)CC(SP1(=S)OCC2(CC=CCC2)CO1)C(=O)OCC (stereo unspecified) | / | -0.4 | 2 | 3 | -1.9 | / | 12 | / | 6 | 91 | -9
O=c1cccc2n1C[C@@H]1C[C@@H]2CN(CC(O)c2ccc([N+](=O)[O-])cc2)C1 (stereo partly specified) | 78 | -2.6 | 12 | 5 | 0.3 | / | -2 | / | -15 | 96 | -8
Cc1cc(C(=O)OCC(=O)Nc2ccc(F)cc2)c(C)n1C1CC1 | -4 | 0.7 | -3 | 14 | 2.2 | -4.4 | -9 | -2.6 | 2 | / | -9
COc1ccc(C2=NCC(=O)N(CC(=O)NCc3ccco3)c3sc4c(c32)CCCC4)cc1OC | 83 | -1.0 | 5 | -2 | 0.0 | 0.4 | -1 | 0.6 | 15 | 97 | 0
CC1CCCN(C(=O)CCl)C1 (stereo unspecified) | -15 | -3.5 | 23 | 7 | 3.2 | -0.8 | 8 | 2.1 | 2 | 84 | -8
CC1C(c2cccs2)=[N+]([O-])C(C)(C(=O)c2ccc(Cl)cc2)N1O (stereo unspecified) | -11 | -2.4 | 12 | 2 | 2.6 | 1.9 | 0 | 2.1 | 8 | 102 | -13
CCOc1ccc(-n2c(O)c(C=Nc3ccc(N4CCOCC4)cc3)c(=O)[nH]c2=O)cc1 | 111 | 0.8 | -5 | 9 | 2.9 | 0.0 | -10 | -0.8 | -14 | 102 | -7
Cc1ccc(OCC(=O)N2CCN(Cc3ccc4c(c3)OCO4)CC2)cc1 | 40 | -1.1 | 6 | 33 | 3.6 | 1.4 | -5 | 3.2 | 5 | 102 | 8
O=C(O)C1Cc2ccccc2N2CCCC12 (stereo unspecified) | -2 | 0.1 | 0 | 17 | 0.6 | -1.4 | -2 | -0.8 | -41 | 69 | 8
CC(=O)OC12COC1CC(O)C1(C)C(=O)C(O)C3=C(C)C(O)CC(O)(C(OC(=O)c4ccccc4)C21)C3(C)C (stereo unspecified) | / | -5.9 | 26 | -4 | 5.5 | / | -3 | / | -3 | 90 | -7
CCN1CC=C(c2c[nH]c3ccccc23)CC1 | -20 | 1.5 | -9 | -2 | 0.9 | -0.2 | -3 | 1.0 | -1 | 98 | -7
CC(C)(C)C(=O)O[C@H]1CC[C@@]2(C)C(=CC(=O)C3C2CC[C@]2(C)C(=O)[C@H](O)CC32)C1 (stereo partly specified) | -3 | 2.5 | -13 | 14 | -0.7 | -0.1 | 1 | 0.4 | -27 | 95 | 12
NS(=O)(=O)c1ccc(N=Cc2c(O)n(C3CCCCC3)c(=O)n(C3CCCCC3)c2=O)cc1 | -16 | 2.1 | -12 | -14 | -1.0 | -2.7 | -21 | -2.1 | -6 | 102 | -2
NC(=S)/N=C/c1c(O)[nH]c(=O)[nH]c1=O | -15 | -3.2 | 16 | 9 | 4.7 | 1.7 | -10 | 1.0 | -20 | 99 | -1
c1ccc(-c2nc(N3CCOCC3)s[n+]2-c2ccccc2)cc1 | -2 | 1.7 | -10 | -179 | 1.6 | 2.8 | -8 | 4.3 | 2 | 93 | -2
NC(=O)c1ccsc1NC(=O)COC(=O)Cc1ccccc1 | 0 | 0.2 | -1 | 3 | -0.8 | 3.0 | -7 | 1.8 | / | 105 | -8
COc1cc(C(c2c(C)[nH]n(-c3ccccc3)c2=O)c2c(C)[nH]n(-c3ccccc3)c2=O)cc(OC)c1OC | -5 | -1.4 | 8 | 12 | 1.7 | -0.1 | -18 | 1.4 | 0 | 95 | -1
N#Cc1ccccc1Cn1cc(C(=O)C2CC2)c2ccccc21 | / | 0.9 | -6 | 36 | 0.5 | -0.5 | -1 | 2.3 | 18 | / | -9

An excerpt, so the mix of outcomes need not match the whole.
